G9a inh: qHTS Assay for Inhibitors of Histone Lysine Methyltransferase G9a; AID 504332, 2011; Potency, µM (doses to about 102 µM), inactives show at the top dose activity, negative = inhibition, usual class: inhibitors; G9a H3K9 monomethylation, AlphaScreen, 2 h; 350,000 tested, 8.8% active; note: % is set by controls: 0 for no effect and ±100 for the full control effect; nearly all actives have a fitted effect of over 75% in size
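Methyltransferase reactions run at room temperature for 2 h (20 nM enzyme, 500 nM biotin-H3K9 peptide, 20 uM SAM) after a 15 min compound preincubation; product detected by AlphaScreen beads and anti-H3K9me1 antibody.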
BAZ2B inh: qHTS Assay for Inhibitors of BAZ2B | 360,000 tested, 4.4% active | AlphaScreen BAZ2B-H3K14Ac peptide displacement | Bromodomain adjacent to zinc finger domain protein 2B (Homo sapiens), Q9UIF8 | Potency, µM (highest dose often 114 µM), inactives show at the top dose activity change, negative = inhibition, usual class: inhibitors; note: % is set by controls: 0 for no effect and ±100 for the full control effect; nearly all actives have a fitted effect of over 60% in size
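Compounds, titrated to a top concentration of 110 uM, were incubated 30 min at room temperature with preformed BAZ2B/acetyl-K14 H3 peptide complex (50 nM each). Proximity signal was measured by AlphaScreen after 20 min with beads.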
BLM helicase inh: qHTS Assay for Inhibitors of Bloom's syndrome helicase (BLM). RecQ-like DNA helicase BLM (Homo sapiens), P54132. recombinant BLM DNA unwinding, fluorescence dequenching. Potency, µM (titrated, usually from 56.1 µM), for the others: top-dose activity change, negative = inhibition, actives largely listed as inhibitors. 350,000 tested, 0.2% active. AID 2528, 2010;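 note: plate controls were vehicle for no effect and no enzyme for full effect; nearly all actives have a fitted effect of over 35% in size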
Pol eta inh: qHTS for Inhibitors of Polymerase Eta; recombinant Pol eta, fluorescent DNA replication assay; DNA polymerase eta (Homo sapiens), Q9Y253; AID 588591, 2011; Potency, µM (titrated, usually from 114 µM), for inactives: at the highest dose activity change, negative = inhibition, most hits filed as inhibitors; 390,000 tested, 1.2% active; note: % is set by controls: 0 for no effect and ±100 for the full control effect
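Pol eta at 10 nM preincubated with compounds 15 min at room temperature; reaction started with fluorescent substrate (50 nM final) and read kinetically at 0 and 10 min.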
POLK inh: qHTS for Inhibitors of Polymerase Kappa. DNA polymerase kappa (Homo sapiens), Q9UBT6. purified Pol kappa, fluorescent DNA synthesis assay, 10 min. Potency, µM (doses to about 107 µM), for the others: at the top dose activity, negative = inhibition, actives largely listed as inhibitors. 400,000 tested, 0.53% active. AID 588579, 2011; note: % is set by controls: 0 for no effect and ±100 for the full control effect
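Pol kappa 10 nM + cpd, 15 min RT; start w/ substrate 50 nM final; fluorescence kinetic read, 0 and 10 min. Neg ctrl: buffer, no enzyme.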
Anesthetic bind: qHTS Assay for Identification of Novel General Anesthetics. Ferritin light chain (Equus caballus), P02791. apoferritin/1-aminoanthracene competitive binding, fluorescence. AID 485281, 2010. 350,000 tested, 0.074% active. Potency, µM (series often up to 77.5 µM), for inactives: at the top dose activity change, negative = displacement, actives largely listed as inhibitors; note: % is set by controls: 0 for no effect and ±100 for the full control effect; nearly all actives have a fitted effect of over 20% in size
Target sequence (P02791 2-175 limits assumed): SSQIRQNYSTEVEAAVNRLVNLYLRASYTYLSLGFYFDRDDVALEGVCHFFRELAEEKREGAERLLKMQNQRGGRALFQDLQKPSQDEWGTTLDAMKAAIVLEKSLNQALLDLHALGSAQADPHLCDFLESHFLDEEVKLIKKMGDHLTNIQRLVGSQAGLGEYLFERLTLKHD
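Concentration-response curves derived by four-parameter Hill fitting of normalized fluorescence, where compounds displaced 1-AMA from 10 uM horse apoferritin following a brief 10 min room-temperature incubation; propofol titration acted as positive control.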
POLI inh: qHTS for Inhibitors of Polymerase Iota; Pol iota fluorescent replication assay, 10 min; Potency, µM (highest dose often 115 µM), inactives show at the top dose activity, negative = inhibition, most hits filed as inhibitors; 390,000 tested, 1% active; AID 588590, 2011
Target sequence (Q9UNA4 whole entry, looked up): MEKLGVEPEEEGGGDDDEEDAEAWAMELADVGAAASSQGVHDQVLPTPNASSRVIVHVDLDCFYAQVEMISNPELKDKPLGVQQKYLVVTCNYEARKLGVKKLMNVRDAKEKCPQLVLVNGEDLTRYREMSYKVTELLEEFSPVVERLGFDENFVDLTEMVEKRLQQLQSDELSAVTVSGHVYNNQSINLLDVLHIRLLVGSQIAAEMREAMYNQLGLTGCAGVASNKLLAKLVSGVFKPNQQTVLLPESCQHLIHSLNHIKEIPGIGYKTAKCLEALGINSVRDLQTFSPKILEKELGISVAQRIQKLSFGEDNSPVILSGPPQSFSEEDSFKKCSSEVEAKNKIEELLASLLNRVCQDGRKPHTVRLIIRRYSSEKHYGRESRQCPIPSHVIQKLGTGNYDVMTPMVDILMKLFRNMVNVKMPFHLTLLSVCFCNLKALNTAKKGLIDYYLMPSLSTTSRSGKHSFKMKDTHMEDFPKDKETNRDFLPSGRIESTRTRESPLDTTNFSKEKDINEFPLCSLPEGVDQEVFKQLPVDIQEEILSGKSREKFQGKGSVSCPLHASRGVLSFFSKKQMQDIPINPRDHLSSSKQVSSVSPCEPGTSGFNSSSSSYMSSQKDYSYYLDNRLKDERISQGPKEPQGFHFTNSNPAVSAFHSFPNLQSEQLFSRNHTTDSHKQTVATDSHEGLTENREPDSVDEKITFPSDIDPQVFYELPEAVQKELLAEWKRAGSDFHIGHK
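Fluorescent replication assay read twice, at 0 min and 10 min after adding 50 nM (final) substrate. Enzyme (10 nM) and compounds were first incubated 15 min at room temperature; enzyme-free buffer wells were negative controls.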
Pol beta inh: qHTS Assay for Inhibitors of DNA Polymerase Beta. Potency, µM (highest dose often 114 µM), for the others: top-dose activity change, negative = inhibition, usual class: inhibitors. 340,000 tested, 1.3% active. Pol beta primer extension/strand displacement, fluorescence kinetic. P06746; note: % is set by controls: 0 for no effect and ±100 for the full control effect
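Reaction started by 50 nM substrate onto compound-treated Pol beta (10 nM, 15 min preincubation, room temperature); plates read at 0 min and 10 min. Normalized concentration-effect data fitted by four-parameter Hill equation.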
APEX1 inh: qHTS Assay for Inhibitors of the Human Apurinic/apyrimidinic Endonuclease 1 (APE1); Potency, µM (titrated, usually from 65.8 µM), for inactives: top-dose activity change, negative = inhibition, most hits filed as inhibitors; DNA repair nuclease/redox regulator APEX1 (Homo sapiens), P27695; 350,000 tested, 0.35% active; recombinant APE1, TAMRA/BHQ-2 abasic DNA cleavage fluorescence;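 note: plate controls were vehicle for no effect and reference inhibitor for full effect; nearly all actives have a fitted effect of over 55% in size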
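Substrate: short duplex with […] THF abasic site, 5'-TAMRA and 3'-BHQ-2, 50 nM final. APE1 at 0.75 nM, preincubated 15 min RT with compound. Fluorescence increase from first to third read measured activity.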
The depositor's hits bear a star; u = inconclusive; x = no result given; & = joins results of further samples; [ ] = dose if it differs, or a comment. Calls come from the whole dose curve; as a rule, active = well fitted curve in the direction sought with a large enough effect; inconclusive = small, poorly fitted or top-dose-only effect, or another doubt; inactive = no such curve, though single readings can be large; an effect the other way counts as inactive or inconclusive. Potency is the fitted concentration of half-maximal effect. Not all compounds are listed; rates above refer to the full screens.

Structure	G9a inh	BAZ2B inh	BLM helicase inh	Pol eta inh	POLK inh	Anesthetic bind	POLI inh	Pol beta inh	APEX1 inh
CSCCC(N=C(NS(=O)(=O)c1ccccc1)c1ccccc1)C(=O)O (stereo not drawn)	u	-22%	-1%	-14%	-12%	-5%	-24%	17%	2%
CCC[n+]1c2ccccc2cc2ccccc21	3.5µM*	45µM*	-7%	-8%	-1%	256%[activator]	u	-17%	38%
COc1nnc(-c2ccccc2)s1	u	12%	3%	-18%	-12%	-14%	22%	u	3%
Cc1cc(OCC(=O)O)c2cccc(C)c2n1	u	-34%	1%	-14%	-5%	-5%	2%	9%	3%
CCOc1ccc2[nH]c(=O)c(CN(C(=O)N3CCOCC3)C3CC3)cc2c1	3%	-4%	-1%	x	x	-6%	x	26%	-1%
CN(C)S(=O)(=O)c1cccc(C(=O)NC2CCSc3ccccc32)c1 (stereo not drawn)	x	16%	-5%	-5%	-4%	1%	41%[activator]	-2%	-11%
C/C(=N\NC(=O)Cc1ccc(F)cc1)c1ccc(F)cc1	10%[59 µM]	4%	-1%	-20%	-4%	0%	4%	16%	-3%
CCCCCCCN1C2=NCCN2c2ccccc21	-12%	-2%	0%	-22%	-3%	-2%	-5%	-1%	1%
CCOC(=O)c1ccc(S(=O)(=O)NC2CC2)cc1	-4%	2%	-2%	-21%	0%	0%	66%[activator]	-1%	11%
CCOc1ccc(S(=O)(=O)n2nnc3ccccc32)cc1C	u	6%	0%	-4%	-4%	-5%	10%	u	0%
O=S1(=O)CCC(NC(=S)N2CCOCC2)C1 (stereo not drawn)	16%[59 µM]	-1%	1%	-14%	-5%	25%	-7%	-14%	6%
Nc1nc(N2CCN(c3ccc(Cl)cc3)CC2)n[nH]1	-6%[59 µM]	-19%	-3%	2%	-9%	-5%	0%	0%	-1%
COc1cc(/C=C/C(=O)Oc2coc(CSc3ncccn3)cc2=O)cc(OC)c1OC	5%	2%	-9%	0%	-10%	-4%	-2%	47%	15%
CC1CCCCN1C(=O)CCS(=O)(=O)c1cccc2nonc12 (stereo not drawn)	0%	-12%	-5%	0%	-1%	-6%	135%[activator]	26%	-4%
Cc1ccc(C)c(C(C)NC(=O)C2CC=CCC2C(=O)O)c1 (stereo not drawn)	20%[12.7 µM]	8%	x	-3%	0%	x	u	x	-8%
Cc1ccc(NCCCCO)cc1C	u	-19%	1%	-16%	-1%	u	48%[activator]	4%	u
COc1ccc(C2CCCN2C(=S)Nc2c(C)cccc2C)cc1OC (stereo not drawn)	5%	9%	0%	-15%	-4%	4%	-9%	27%	9%
O=C(Nc1ccc(Cl)c(Cl)c1)Nc1cc(S(=O)(=O)N2CCOCC2)ccc1N1CCCC1	u	-12%	-6%	-12%	-13%	-14%	-3%	28%	5%
COc1ccc(-c2[nH]ncc2CN(C)CCCN2CCOCC2)cc1F	24%	36%	-1%	-10%	4%	-5%	31%[activator]	26%	3%
CCc1cc(Br)ccc1NC(=O)C1CCCO1 (stereo not drawn)	7%	4%	-2%	-10%	-10%	-9%	5%[58.9 µM]	1%	0%
O=Cc1cn(-c2ccccc2)nc1-c1cc2ccccc2oc1=O	28%	-3%	-2%	u	-4%	-11%	u	0%	22%
CCOc1ccccc1NC(=O)CSc1nc(=O)n(CCN2CCOCC2)c2c1CCCC2	0%[0.501 µM]	-3%	x	-19%	-2%	x	15%	x	15%
O=C(Cn1cnc2scc(-c3ccccc3)c2c1=O)N1CCOCC1	10%[59 µM]	u	-5%	-6%	0%	-7%	28%	0%	5%
CCCCN(C)C(=O)c1ccc2c(c1)N(Cc1ccc(F)cc1)C(=O)c1ccccc1S2(=O)=O	-23%[59 µM]	-25%	-1%	x	-21%	40%[activator]	10%	-3%	x
O=C(CSc1nnnn1C1CCCC1)NCc1ccccc1	-3%[0.501 µM]	2%	2%	4%	-13%	-7%	19%	31%	2%
CCn1c2ccccc2c2cc(NC(=O)CNCC3CCCO3)ccc21 (stereo not drawn)	13µM*	50µM*	4%	-15%	-3%	-11%	96%[activator]	-17%	-1%
CC(=O)c1cccc(S(=O)(=O)NCCCN2CCOCC2)c1	1.4µM*	12%	x	20µM*	u	x	45µM*	x	1%
CCc1cccc(C)c1NC(=O)c1cc2ccccc2o1	5%[59 µM]	12%	-3%	-6%	-14%	0%	2%	-11%	x
Cc1cc(=O)[nH]c(SCC(=O)Nc2ncc(S(=O)(=O)c3ccc([N+](=O)[O-])cc3)s2)n1	45µM*	-13%	-1%	u	-22%	-15%	-19%	-2%	-5%
O=C1c2ccccc2C(=O)N1CCCCN(C(=O)c1cc2ccccc2oc1=O)c1ccc(F)cc1F	-6%[59 µM]	-14%	-8%	-17%	-4%	u	121%[activator]	1%	2%

Rewritten with values under each structure: part of the list above.
The line under a structure holds: G9a inh, BAZ2B inh, BLM helicase inh, Pol eta inh, POLK inh, Anesthetic bind, POLI inh, Pol beta inh, APEX1 inh
> CCOC(=O)c1ccc(S(=O)(=O)NC2CC2)cc1
 : -4%, 2%, -2%, -21%, 0%, 0%, 66%[activator], -1%, 11%
> Cc1cc(OCC(=O)O)c2cccc(C)c2n1
 : u, -34%, 1%, -14%, -5%, -5%, 2%, 9%, 3%
> CCCCCCCN1C2=NCCN2c2ccccc21
 : -12%, -2%, 0%, -22%, -3%, -2%, -5%, -1%, 1%

As a working copy, some entries already given.
Structure	G9a inh	BAZ2B inh	BLM helicase inh	Pol eta inh	POLK inh	Anesthetic bind	POLI inh	Pol beta inh	APEX1 inh
Cc1cc(=O)[nH]c(SCC(=O)Nc2ncc(S(=O)(=O)c3ccc([N+](=O)[O-])cc3)s2)n1	45µM*	-13%	-1%	u	-22%	-15%	-19%	-2%	-5%
O=C1c2ccccc2C(=O)N1CCCCN(C(=O)c1cc2ccccc2oc1=O)c1ccc(F)cc1F	-6%[59 µM]	-14%	-8%	-17%	-4%	u	121%[activator]	1%	2%

(cont.)
Structure	G9a inh	BAZ2B inh	BLM helicase inh	Pol eta inh	POLK inh	Anesthetic bind	POLI inh	Pol beta inh	APEX1 inh
CC(=O)C[C@H](O)CC(=O)[C@H]1OC(=O)CCCCCCCCc2ccccc21	x	x	x	-11%	-10%	x	-8%	x	5%
COc1cccc(CN2CCc3nc(SCC(=O)Nc4ccccc4)[nH]c(=O)c3C2)c1	-10%[59 µM]	-19%	-1%	-10%	-1%	3%	34%[activator]	18%	x
COC(=O)C1C(=O)c2c([nH]c(C(=O)OC3CCCC3C)c2C)CC1C (stereo not drawn)	u	-2%	-4%	-24%	0%	-7%	1%	-2%	-3%
COc1ccc(N2C(=O)NC(NS(=O)(=O)c3ccc(Cl)cc3)(C(F)(F)F)C2=O)cc1 (stereo not drawn)	-17%	0%&-11%	-2%&2%	-13%&-5%	-17%&-10%	3%&53%	108%&-3%[activator]	-8%&-8%	38%
COc1ccc(/C=C/c2onc(C)c2S(=O)(=O)N2CCC(C(=O)N3CCCCCC3)CC2)cc1	3%	u	-7%	3%	-6%	-20%	-12%	27%	-4%
COc1ccc(S(=O)(=O)N2CCCC(C(=O)Nc3ccc(NC(=O)c4ccccn4)cc3)C2)cc1 (stereo not drawn)	-29%	-9%	-3%	-11%	2%	-19%	-16%[58.9 µM]	-2%	16%
Cc1nn(-c2ccccc2)c2sc(C(=O)c3c(N)n(C)c(=O)n(C)c3=O)cc12	-46%[59 µM]	x	-10%	u	-14%	-9%	u	-22%	-9%
CN(c1ccc(C(=O)NCCSCc2ccccc2)cc1)S(=O)(=O)c1ccccc1	6%[12.7 µM]	4%	-9%	1%	-3%	-6%	-7%	2%	-8%
Cc1ccc2c(=O)c(C(=O)c3cccc(Cl)c3)cn(CC(=O)NCc3ccccc3)c2n1	5%[59 µM]	0%	2%	-1%	-8%[60.1 µM]	-5%	-2%	22%	x
COc1ccccc1CCCNC(=O)C1CCC(=O)N(CCc2cccc(F)c2)C1 (stereo not drawn)	48%	-2%	1%	-13%	-8%	-7%	-6%	34%	20%
C#CCOCCOCCOCCNc1nc(N2CCN(C(=O)[C@H]([C@@H](C)CC)n3cc(CCCCN)nn3)CC2)nc(N2CCN(C(=O)[C@H](C)n3cc(CCC(=O)O)nn3)CC2)n1	79µM*	u	-1%	-5%	-12%	-4%	-10%	0%	u
COc1ccc(C(=O)Nc2ccnn2C2CCN(C(=O)C3CCOC3)CC2)cc1 (stereo not drawn)	79%[activator]	0%	-3%	-2%	-8%	-3%	48%[activator]	10%	41%
Cc1ccc(C(=O)COc2ccccc2C(=O)Nc2ccccc2)cc1	9%	4%	-4%	-7%	2%	-13%	-4%	16%	-1%
Cc1ccc(C)c(-n2ccnc2SCC(=O)O)c1	-36%	-17%	-3%	-13%	3%	-4%	-3%	1%	10%
CC(=O)c1ccc(N2CCN(c3nc4c(S(=O)(=O)c5ccc(C)c(C)c5)nnn4c4ccc(Cl)cc34)CC2)cc1	5%[59 µM]	1%	-2%	-6%	14%	6%	33%[activator]	16%	x
CCOc1ccc(NS(=O)(=O)c2ccc(C(=O)N3CCCC3)cc2)cc1	10%	8%	x	-2%	-9%	x	-10%	x	-8%
COc1ccccc1C(=O)NC(=O)CSc1nncn1C(C)C	26%[0.501 µM]	13%	x	-17%	-2%	x	14%	x	1%

Compound activity (PubChem BioAssay)
